LMNA splice mod = qHTS Assay for Modulators of Lamin A Splicing. HeLa LMNA splicing GFP/RFP minigene ratio, 48 h. Potency, µM (titrated, usually from 46.1 µM), for inactives: at the top dose ratio change, negative = inhibition, hits mostly inhibitors. actives 0.01% (n = 200,000). AID 1487, 2009; active means well fitted inhibition curve with a large enough effect in the signal ratio, with a control signal flat, not every such curve was filed as active; inconclusive means small, poorly fitted or top-dose-only effect, or effect the other way, or a change in a side signal; the % refers to the signal ratio; further: on the % scale 0 is the no-effect control and ±100 the full control effect
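S3 HeLa cells stably expressing lamin A-EGFP splicing minigene plus DsRed2, 600 cells/well, 48 h compound exposure at 37C. Laser-scanning cytometry; analysed as GFP (500-530 nm)/RFP (575-640 nm) total intensity ratio; 0.5% DMSO vehicle.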
JMJD2E inh = qHTS Assay for Inhibitors of Human Jumonji Domain Containing 2E (JMJD2E). Lysine-specific demethylase 4E (Homo sapiens), B2RXH2. JMJD2E catalytic domain, FDH-coupled NADH fluorescence (FDH is formaldehyde dehydrogenase). Potency, µM (highest dose often 57.1 µM), for inactives: top-dose activity change, negative = inhibition, hits mostly inhibitors. actives 1.6% (n = 230,000). AID 2147, 2009; active means well fitted inhibition curve with a large enough effect, not every such curve was filed as active; inconclusive means small, poorly fitted or top-dose-only effect, or another doubt; inactive means no such curve, though single readings can be large or run the other way;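 further: 0% = wells with enzyme and -100% = buffer wells without enzyme; nearly all actives have a fitted effect of over 50% in size; many of its hits are not listed in these tables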
L3MBTL1 inh = qHTS Assay for the Inhibitors of L3MBTL1; Lethal(3)malignant brain tumor-like protein 1 (Homo sapiens), Q9Y468; AlphaScreen L3MBTL1–H3K9me1 peptide binding; Potency, µM (titrated, usually from 57.1 µM), without a hit: at the highest dose activity, negative = inhibition, most hits filed as inhibitors; actives 0.66% (n = 230,000); further: on the % scale 0 is the no-effect control and ±100 the full control effect; nearly all actives have a fitted effect of over 60% in size
Target sequence (Q9Y468 whole entry, looked up): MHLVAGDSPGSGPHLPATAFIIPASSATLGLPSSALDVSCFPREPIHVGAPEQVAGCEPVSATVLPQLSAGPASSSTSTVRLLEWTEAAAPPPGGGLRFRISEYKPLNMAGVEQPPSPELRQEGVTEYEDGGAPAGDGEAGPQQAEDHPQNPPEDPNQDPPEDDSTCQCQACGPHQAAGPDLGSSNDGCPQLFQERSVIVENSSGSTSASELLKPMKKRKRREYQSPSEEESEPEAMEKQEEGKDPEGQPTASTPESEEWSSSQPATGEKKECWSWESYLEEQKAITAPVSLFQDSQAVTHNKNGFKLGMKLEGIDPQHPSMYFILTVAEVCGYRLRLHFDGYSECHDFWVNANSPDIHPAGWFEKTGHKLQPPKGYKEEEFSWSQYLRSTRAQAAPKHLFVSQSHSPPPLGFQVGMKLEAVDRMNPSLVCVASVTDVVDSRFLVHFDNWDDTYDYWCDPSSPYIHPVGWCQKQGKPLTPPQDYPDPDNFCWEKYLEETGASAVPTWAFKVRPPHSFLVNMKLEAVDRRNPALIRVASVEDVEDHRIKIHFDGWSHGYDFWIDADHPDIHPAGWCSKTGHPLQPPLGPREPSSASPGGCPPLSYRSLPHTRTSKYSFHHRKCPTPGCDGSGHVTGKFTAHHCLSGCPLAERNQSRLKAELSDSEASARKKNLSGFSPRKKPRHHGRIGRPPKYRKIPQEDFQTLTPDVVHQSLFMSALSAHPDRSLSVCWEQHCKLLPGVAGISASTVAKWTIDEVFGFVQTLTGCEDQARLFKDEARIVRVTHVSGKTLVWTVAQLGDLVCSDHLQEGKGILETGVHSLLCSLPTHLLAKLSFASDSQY
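AlphaScreen proximity signal between nickel-chelate acceptor and streptavidin donor beads (final 10 ug/mL) reports binding of 50 nM L3MBTL1 to 75 nM biotin-H3 K9me1 peptide; complex incubated with compounds 30 min at room temperature; cefsulodin titration as control.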
SMN2 splice enh = qHTS Assay for Enhancers of SMN2 Splice Variant Expression; HEK293 SMN2-luciferase splicing reporter, luminescence, 30-36 h; Potency, µM (top dose mostly 46.1 µM), without a hit: at the top dose activity change, positive = activation, most hits filed as activators; actives 2.8% (n = 210,000); further: % of control where 0% means no effect; nearly all actives have a fitted effect of over 55% in size
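HEK293 cells carry an SMN2 minigene-luciferase reporter in which exon 7 inclusion puts luciferase in frame. Cells were seeded at 2000 cells/well, attached for 10-12 hours, then exposed to compounds for 30-36 hours at 37C before ONE-Glo luminescence.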
KinaseGlo FLuc = Counterscreen for Luciferase (Kinase-Glo TM) Inhibition; Luciferin 4-monooxygenase (Photuris pensylvanica), Q27757; Kinase-Glo luciferase, ATP luminescence, 8 min; Potency, µM (highest dose often 38.3 µM), inactives show at the top dose activity change, negative = inhibition, hits mostly inhibitors; actives 0.28% (n = 200,000); further: on the % scale 0 is the no-effect control and ±100 the full control effect; nearly all actives have a fitted effect of over 60% in size
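Inhibition of Kinase-Glo luciferase light generation was assessed at 10 uM ATP in pH 7.2 imidazole buffer, with luminescence measured after eight minutes at ambient temperature.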
Tau fibril ThT = qHTS for Inhibitors of Tau Fibril Formation, Thioflavin T Binding. Microtubule-associated protein tau (Homo sapiens), P10636. recombinant tau K18 P301L (four-repeat tau fragment), heparin-induced fibrillization, ThT fluorescence. Potency, µM (top dose mostly 57.4 µM), for inactives: at the top dose activity, negative = inhibition, usual class: inhibitors. actives 2.1% (n = 270,000); further: on the % scale 0 is the no-effect control and ±100 the full control effect; nearly all actives have a fitted effect of over 55% in size
Target sequence (P10636 561-689 P618L limits assumed): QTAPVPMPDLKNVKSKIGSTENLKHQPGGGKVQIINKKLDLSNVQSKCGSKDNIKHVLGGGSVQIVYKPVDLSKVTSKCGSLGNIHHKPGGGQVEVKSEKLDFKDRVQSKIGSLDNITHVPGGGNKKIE
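Heparin-induced fibrillization of the P301L-mutant K18 repeat-domain fragment of human tau was followed by ThT binding in quantitative high-throughput format.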
ALDH1A1 block = qHTS Assay for Inhibitors of Aldehyde Dehydrogenase 1 (ALDH1A1); Aldehyde dehydrogenase 1A1 (Homo sapiens), P00352; Purified ALDH1A1, NADH fluorescence, propionaldehyde substrate; Potency, µM (titrated, usually from 75.3 µM), inactives show at the top dose activity, negative = inhibition, actives largely listed as inhibitors; actives 7.3% (n = 220,000); active means well fitted inhibition curve with a large enough effect, not every such curve was filed as active; inconclusive means small, poorly fitted or top-dose-only effect, or another doubt; inactive means no such curve, though single readings can be large or run the other way;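 further: plate controls were no enzyme wells and a reference inhibitor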
RECQ1 inh = qHTS Assay for Inhibitors of RecQ-Like Dna Helicase 1 (RECQ1) | actives 0.54% (n = 240,000) | Potency, µM (doses to about 57.3 µM), inactives show at the highest dose activity, negative = inhibition, hits mostly inhibitors | RECQ1 DNA unwinding, red fluorescence kinetic read;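 further: plate controls were vehicle for no effect and no enzyme for full effect; nearly all actives have a fitted effect of over 30% in size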
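50 nM RECQ1T1 preincubated 15 min with compound in Tris pH 8.0 buffer with MgCl2, DTT, Tween-20 and 2.5 ug/ml poly(dI-dC); started with 200 nM TAMRA/BHQ-2 forked duplex and 2 mM ATP. Unwinding read as fluorescence (525/598 nm), two reads 2 h apart.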
* = called active by the depositor; i = inactive; u = inconclusive; x = no result given; & = joins results of further samples; [ ] = another dose, or the depositor's remark. Unless noted, the call rests on the fitted dose curve; in most records, active means well fitted curve in the direction sought with a large enough effect; inconclusive means small, poorly fitted or top-dose-only effect, or another doubt; inactive means no such curve, though single readings can be large; an effect the other way counts as inactive or inconclusive. Potency means the concentration at half of the fitted maximal effect. An excerpt (hit frequency here may not be typical).

SMILES	LMNA splice mod	JMJD2E inh	L3MBTL1 inh	SMN2 splice enh	KinaseGlo FLuc	Tau fibril ThT	ALDH1A1 block	RECQ1 inh
COc1ccc2[nH]c3c(=O)n(CCCCC(=O)NCCN4CCCC4)c(=S)[nH]c3c2c1	3%	u	x	-24%	10%	u	u	-19%
CCOc1ccc2nc(NC(=O)CCn3cccc3)sc2c1	2%	-5%	x	12%	-2%	-15%	-9%	-20%
COc1ccccc1OCCCn1c(=O)oc2ccccc21	0%	8%	7%	16%	3%	-5%	4%	-6%
COc1ccccc1N1CCN(C(=O)c2c(-c3c(Cl)cccc3Cl)noc2C)CC1	-21%	2%	-1%	3%	3%	-15%	0%	-10%
O=C(Nc1ccccc1C(=O)O)c1ccc(Br)c(S(=O)(=O)NCc2ccccc2)c1	x	5%	-11%	3%	-1%	-9%	u	i
Cn1c(=O)oc2cc(S(=O)(=O)Nc3ccc4c(c3)OCCO4)ccc21	u	3%	x	-23%	3%	-5%	-1%	i
O=C(CN1C(=O)CC(c2ccccc2)S(=O)(=O)c2ccccc21)N1CCOCC1 (stereo not given)	x	-4%	x	-21%	1%	-3%	5%	-15%
C=CCn1c(SCc2csc(-c3ccc(C)cc3)n2)nnc1-c1ccccc1OC	u	-4%	-2%	x	x	u	2%	-7%
Cc1cc(=O)c2c(O)c3c(O)cc(=O)c4c3c3c(cc(O)c1c23)C(C)(C)C=4O	x	-4%	x	-11%	-2%	8.9µM*	1%	1.8µM*
O=C1CN(/N=C/c2ccc(-c3ccc([N+](=O)[O-])cc3)o2)C(=O)N1	u	x	x	-14%&-22%	x	10µM*	-6%&11%	7%
O=C(NCc1ccc2c(c1)OCO2)C1CCN(c2ccc(S(=O)(=O)N3CCCC3)cc2)CC1	-23%	17%	u	-87%[inhibitor]	2%	-20%	u	9%
COc1ccc(NC(=O)CSc2nnc3c4c(nc(-c5ccccc5)n23)CC(C)(C)OC4)cc1	-4%	u	7%	4%	-2%	-10%	-13%	i
O=S1(=O)CC=C(CSc2nc3ccccc3[nH]2)C1	8%	3%	-3%	-8%	-5%	-5%	9%	-3%
COc1ccc(N/N=C(\C=N\O)C(=O)c2ccc(OC)cc2)cc1	u	1%	x	-45%	-2%	13µM*	u	-3%
COc1cc(/C(C)=N/NC(=O)CSc2nncn2C)ccc1OCc1ccccc1Cl	3%	3%	-5%	x	4%	-15%	5µM*	-9%
CCC(C)(C)NC(=O)c1sccc1Oc1ccc(F)cc1[N+](=O)[O-]	16%[46 µM]	-9%	-21%	6%	3%	-6%	-5%	-21%
CN(C(=O)c1ccc(S(=O)(=O)NC2CCCC2)cc1)C1CCCCC1	-21%	8%	-8%[11.4 µM]	-31%[inhibitor]	2%	5%	u	i
CC1=C(C(=O)N2CCOCC2)C(c2ccsc2)C2=C(CCCC2=O)N1 (stereo not given)	-7%	u	x	u	4%	-8%	u	i
CCCc1ccc(OCCNC(C)=O)cc1	14%	12%	8%	0%	-3%	-2%	u	-9%
Cc1c(C(=O)O)oc2c1/C(=N\O)CC(C)(C)C2	u	2%	9%	-1%	-2%	4%	3%	-19%

Three compounds drawn at random from those above:
SMILES	LMNA splice mod	JMJD2E inh	L3MBTL1 inh	SMN2 splice enh	KinaseGlo FLuc	Tau fibril ThT	ALDH1A1 block	RECQ1 inh
COc1ccc2[nH]c3c(=O)n(CCCCC(=O)NCCN4CCCC4)c(=S)[nH]c3c2c1	3%	u	x	-24%	10%	u	u	-19%
CC1=C(C(=O)N2CCOCC2)C(c2ccsc2)C2=C(CCCC2=O)N1 (stereo not given)	-7%	u	x	u	4%	-8%	u	i
COc1ccc(N/N=C(\C=N\O)C(=O)c2ccc(OC)cc2)cc1	u	1%	x	-45%	-2%	13µM*	u	-3%

Continuation:
SMILES	LMNA splice mod	JMJD2E inh	L3MBTL1 inh	SMN2 splice enh	KinaseGlo FLuc	Tau fibril ThT	ALDH1A1 block	RECQ1 inh
c1ccc(Cn2c(-c3ccccc3)c[n+]3c2SCCC3)cc1	x	12%	4%	x	x	-3%	x	-11%
COc1ccc(CCCO[C@@H](Cn2ccnc2)c2ccc(OC)cc2)cc1	x	-2%	x	x	1%	u	u	-5%
Cc1onc(-c2ccccc2)c1C(=O)NCc1cccnc1	0%	-1%	6%	2%	2%	8%	u	-7%
O=C(NCc1ccco1)/C(=C\c1cccs1)NC(=O)c1ccccc1	u	1%	-15%	12%	0%	1%	1%	i
Cc1ccc(CNC(=O)NC2CCCCC2)cc1	-3%	7%	x	u	0%	-8%	-5%	-13%
Nc1ncnc2c1cnn2-c1ccccc1	17%	u	6%	6%	0%	-8%	u	-6%&-8%
CC(=O)c1ccc(OCCOc2ccc(C#N)cc2)cc1	x	0%	2%	x	x	u	u	i
Cc1ccccc1CSc1nncn1N	-1%	-2%	x	u	2%	4%	-2%	-4%
COc1ccc2nc(N)sc2c1	4%	7%	13%	12%&-1%	4%	-9%	-14%&4%	-2%&-6%
O=C(CN1C(=O)NC2(CCCCC2)C1=O)Nc1ccc(N2CCOCC2)cc1	-16%	2%	-3%	-3%	-1%	-18%	-3%	-12%
O=C(NC(=S)NCCN1CCOCC1)c1ccc(Cl)cc1Cl	20%	-2%	22%	-13%	-3%	-6%	0%	-13%
CC(C)c1ccc(C(=O)NCCCc2ccccc2)cc1	1%	8%	x	14µM*	16%	-21%	-4%	-12%
CC1CCC2(CC1)NC(=O)N(CC(=O)Nc1ccccc1-c1ccccc1)C2=O (stereo not given)	3%[9.22 µM]	3%	3%	-12%	1%	-6%	12%	-4%
COc1ccc(-c2cc(C(F)(F)F)n3nc(C(=O)Nc4c(C)n(C)n(-c5ccccc5)c4=O)cc3n2)cc1	10%[46 µM]	-29%	7%	-8%	-4%	-16%	0%	i
CC(C)CC(NC(=O)OC(C)(C)C)c1cn([C@@H](Cc2ccc(O)cc2)C(=O)N2CCN(C(=O)OC(C)(C)C)CC2)nn1 (stereo not given in full)	x	6%	5%	x	x	-1%	1%	-7%
CN1N=C(c2ccc(F)c(F)c2)CSC1=NCc1ccccc1	u	-5%	39%[activator]	-8%	0%	u	10%	-8%
NC[C@@H]1O[C@H](C23CC4CC(CC(C4)C2)C3)Cc2c1ccc(O)c2O	u	22µM*	x	-2%&2%	-2%&-4%	u	u	9%&-13%
Fc1ccc(C(c2nnnn2C2CCCCC2)N2CCCC2)cc1 (stereo not given)	x	-3%	-5%	-1%	2%	6%	-14%	i
COC(=O)c1cc(NS(=O)(=O)c2ccc(N3CCCCCC3)c([N+](=O)[O-])c2)cc(C(=O)OC)c1	24%	-3%	-3%	-2%	-1%	u	-8%	-25%
CCCc1nc(NC2CCCCC2)c(C#N)c2c1COC(C)(C)C2	5%	u	3%	-12%	-1%	-14%	u	i
COc1ccc(/C=N/NC(=O)c2nc(Cl)c(Cl)c(N)c2Cl)cc1COc1ccc(F)cc1F	11%	u	-9%	-23%	-7%	-9%	u	-1%
CC(=NC1CC1)C1=C(O)c2ccccc2C1=O	9%	-7%	x	17%	-9%	-10%	-3%	i
CCCOc1ccc(-c2cn3ccccc3n2)cc1[N+](=O)[O-]	u	2%	-29%	1.6µM*	u	-4%	-9%	0%
O=C(CNc1ccccc1Cl)N/N=C1\CCCc2ccccc21	u	5%	-4%	x	-1%	-6%	3%	i
CCN(CC)CCNC(=O)C1c2ccccc2C(=O)N(CCOC)C1c1ccc(F)cc1 (stereo not given)	2%	-2%	x	11%	-4%	-3%	1%	-8%
Cc1ccc(C)c(-n2nnnc2SCC(=O)c2c(N)n(C)c(=O)n(C)c2=O)c1	-18%[9.22 µM]	4%	-13%	-13%	-10%	-1%	u	1%
Cc1ccccc1Nc1nc(N)nc(CSc2nnc3sc4ccccc4n23)n1	u	6%	-1%	22%	-7%	u	3%	-6%
O=S(=O)(c1ccc(Cl)cc1Cl)n1ccc2cccnc21	x	-4%	x	7%	0%	-9%	1%	-17%
Cc1ccc(CSc2nnc3ccc(-c4ccncc4)nn23)cc1	20%[46 µM]	1%	9%	4%	-1%	-2%	0%	i
CCOC(=O)c1c(-c2ccc(C)o2)csc1N	3%	-6%	-1%	-3%	0%	u	u	-14%
Cc1nnc(SCc2ccon2)n1-c1ccccc1	4%	-10%	-7%	5%	1%	-3%	-3%	-7%
CC(=O)OC(Cn1nc(C)cc1C)c1ccccc1 (stereo not given)	6%	4%	x	22%	-1%	3%	3%	-2%
COc1ccc(-c2cc(-c3cc(F)ccc3O)[nH]n2)cc1OC	6%	-17%	-1%	u	-5%	u	-3%	-18%
O=c1[nH]c(CSc2ncc(C(F)(F)F)cc2Cl)nc2ccccc12	-21%[46 µM]	u	2%	14%	4%	0%	7%	i
CNc1oc(-c2ccc(OCc3ccccc3)cc2)nc1C#N	-10%	-3%	7%	x	x	u	4%	i
COc1ccccc1NC(=O)CC(c1ccc(F)cc1)c1ccco1 (stereo not given)	x	5%	-3%	x	x	-14%	2%	-1%
CC1(C)CN=C(N2CCN(C3=NCC(C)(C)S3)CC2)S1	5%	-1%	6%	x	x	-8%	-15%	0%
COc1ccc2cc(CN(CC3COCCO3)S(=O)(=O)c3c(C)cc(C)cc3C)c(=O)[nH]c2c1 (stereo not given)	1%	8%	-2%	5%	-2%	-12%	-3%	i
COc1ccc(-n2nnnc2SC(C)C(N)=O)cc1 (stereo not given)	0%	u	-9%	-29%	-3%	-6%	-7%	13%
CCCCNC(=O)c1onc(CSc2ccc(OC)cc2)c1C(=O)O	10%	-5%	6%	12%	-3%	-2%	-5%	-4%
